High-throughput results as filed in PubChem BioAssay.
SW480 rereplic = A quantitative high throughput screen for small molecules that induce DNA re-replication in SW480 colon adenocarcinoma cells. AID 624297, 2012. SW480 DNA re-replication, Hoechst DNA content imaging, 48 h. hit rate 1.8% among 340,000. Potency, µM (series often up to 46.1 µM), for the others: at the highest dose re-replication activation, actives largely listed as activators; further: potency means the concentration at half of the fitted maximal effect; % of control where 0% means no effect; nearly all actives have a fitted effect of over 55% in size
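250 cells/well; 23 nL cpd via pin tool; 48 hr, 37 C, 5% CO2; Hoechst 40 min; imager read of total nuclear intensity, ex 405/em 500-530 nm.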
KB-V1 MDR tox = qHTS assay for MDR1-selective chemotherapeutics: Primary screen using the drug-selected MDR subline cells KB-V1; KB-V1 MDR cells viability, CellTiter-Glo, 72 h; Potency, µM (top dose mostly 46.1 µM), for inactives: at the top dose activity change, negative = cytotoxicity, most hits filed as cytotoxic; hit rate 3.4% among 400,000; AID 1347076, 2019; further: potency means the concentration at half of the fitted maximal effect; on the % scale 0 is the no-effect control and ±100 the full control effect; nearly all actives have a fitted effect of over 60% in size
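Compound-treated KB-V1 multidrug-resistant cells, 72 h, 37 degrees C; viability by CellTiter-Glo. Fitted qHTS curves give the values.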
HT1080NT lethal = qHTS for induction of synthetic lethality in tumor cells producing 2HG: qHTS for the HT-1080-NT fibrosarcoma cell line; HT-1080-NT fibrosarcoma viability, CellTiter-Glo ATP luminescence, 48 h; Potency, µM (top dose mostly 46.1 µM), without a hit: at the top dose activity, negative = less viability, actives largely listed as cytotoxic; hit rate 1.6% among 360,000;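 further: NT is the 2HG producing partner of a matched IDH1 knockdown line; potency means the concentration at half of the fitted maximal effect; 0% = DMSO-treated cells and -100% = media-only wells without cells; nearly all actives have a fitted effect of over 55% in size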
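Viability by CellTiter-Glo luminescence after 48 h compound exposure at 37C of HT-1080-NT cells (750/well, RPMI, 5% FBS). % activity scaled between DMSO wells and medium-only wells, then curve-fitted and categorized by curve class.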
KB-3-1 cytotox = qHTS assay for MDR1-selective chemotherapeutics: Primary screen using the parental adenocarcinoma cell KB-3-1 | KB-3-1 viability, CellTiter-Glo ATP luminescence, 72 h | Potency, µM (doses to about 46.1 µM), for inactives: top-dose activity change, negative = cytotoxic, usual class: cytotoxic | hit rate 1.4% among 400,000 | AID 1347075, 2019; further: potency means the concentration at half of the fitted maximal effect; on the % scale 0 is the no-effect control and ±100 the full control effect; nearly all actives have a fitted effect of over 60% in size
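Luminescent ATP read-out (CellTiter-Glo) measures survival of drug-naive KB-3-1 cells after 72 h compound exposure at 37 °C. Titration series was screened from lowest to highest concentration, with DMSO vehicle plates as background controls.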
IL1B secr inh = qHTS for Inhibitors of Inflammasome Signaling: IL-1-beta AlphaLISA Primary Screen; THP-1 LPS/ATP IL-1B secretion, AlphaLISA, 16 h; hits give low values; activity change, % at 57.5 µM; hit rate 4.7% among 360,000; AID 743279, 2014; in the data active means activity change below about -50%; inconclusive means mostly about -30% to -49%; further: on the % scale 0 is the no-effect control and ±100 the full control effect
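THP-1 cells pretreated 1 hr with compounds (up to 57.5 uM final), then stimulated with LPS (250 ng/mL final) plus ATP (1.25 mM final); secreted IL-1B measured by AlphaLISA after 16 hr, decreased signal indicating inhibition.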
DRD3 agonist = qHTS of D3 Dopamine Receptor Agonist: qHTS | D(3) dopamine receptor (Homo sapiens), P35462 | D3R DiscoveRx beta-arrestin cells, luminescence, 90 min | max activation, % | hit rate 0.58% among 410,000 | AID 652048, 2013; in the data active means max activation above about 30%; further: 0% is about no effect; mostly tested at two doses, the higher about 12 µM
Target sequence (P35462 whole entry, looked up): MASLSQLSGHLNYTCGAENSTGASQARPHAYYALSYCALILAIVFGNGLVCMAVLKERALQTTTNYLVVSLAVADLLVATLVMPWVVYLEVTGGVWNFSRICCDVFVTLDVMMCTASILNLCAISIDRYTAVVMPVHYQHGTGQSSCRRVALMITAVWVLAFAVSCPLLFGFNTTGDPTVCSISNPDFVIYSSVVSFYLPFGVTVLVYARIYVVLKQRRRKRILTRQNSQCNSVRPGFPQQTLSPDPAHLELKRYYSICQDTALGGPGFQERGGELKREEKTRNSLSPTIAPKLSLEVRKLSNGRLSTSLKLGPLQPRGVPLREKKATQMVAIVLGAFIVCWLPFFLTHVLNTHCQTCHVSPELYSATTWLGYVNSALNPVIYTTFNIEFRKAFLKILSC
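Agonist-mode cell screen: cells plated at 1500/well and incubated overnight at 37 °C, then exposed to library compounds for 90 min at 37 °C. Detection reagent was added for 30–60 min at room temperature, and luminescence was read.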
HT1080 IDH1KD tx = qHTS for induction of synthetic lethality in tumor cells producing 2HG: qHTS for the HT-1080-IDH1KD cell line. HT-1080 IDH1 knockdown viability, ATP luminescence, 48 h. AID 686971, 2013. hit rate 2% among 360,000. Potency, µM (highest dose often 46.1 µM), without a hit: at the top dose activity, negative = toxicity, usual class: cytotoxic;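 further: potency means the concentration at half of the fitted maximal effect; 0% = DMSO wells and -100% = cell-free medium wells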
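Knockdown cells (IDH1KD HT-1080) received compounds 2 h after plating at 750 cells/well and were kept 48 h at 37 °C in 5% FBS RPMI. A CellTiter-Glo luminescence read gave % activity for curve fitting.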
GLP1R ag = qHTS of GLP-1 Receptor Agonists; Glucagon-like peptide 1 receptor (Homo sapiens), P43220; HEK293 GLP-1R CRE-luciferase, luminescence, 4-6 h; cells express a hypersensitive GLP-1R form; Potency, µM (top dose mostly 45.6 µM), inactives show top-dose activation, usual class: activators; hit rate 0.007% among 380,000; further: potency means the concentration at half of the fitted maximal effect; % of control where 0% means no effect
Target sequence (P43220 whole entry, looked up): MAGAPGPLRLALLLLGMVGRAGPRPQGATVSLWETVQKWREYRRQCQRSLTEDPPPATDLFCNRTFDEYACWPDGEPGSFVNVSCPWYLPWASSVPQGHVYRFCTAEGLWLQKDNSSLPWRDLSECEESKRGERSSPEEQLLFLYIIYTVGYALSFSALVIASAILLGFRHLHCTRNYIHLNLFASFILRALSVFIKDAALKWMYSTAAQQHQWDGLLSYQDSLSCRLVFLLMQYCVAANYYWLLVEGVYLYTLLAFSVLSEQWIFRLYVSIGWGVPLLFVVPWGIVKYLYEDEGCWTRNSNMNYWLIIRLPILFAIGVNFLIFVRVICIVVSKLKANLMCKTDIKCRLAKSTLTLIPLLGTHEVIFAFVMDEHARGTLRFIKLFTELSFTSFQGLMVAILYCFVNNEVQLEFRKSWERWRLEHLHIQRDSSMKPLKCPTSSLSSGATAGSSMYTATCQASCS
D3 antag = qHTS of D3 Dopamine Receptor Antagonist: qHTS; D3R cells, DiscoveRx beta-arrestin luminescence, antagonist mode; hits give low values; hit rate 2.5% among 360,000; D(3) dopamine receptor (Homo sapiens), P35462; max response, negative = inhibition, %; AID 652054, 2013; in the data active means max response below about -50%; inconclusive means no clear call, values can overlap the other calls; further: on the % scale 0 is the no-effect control and ±100 the full control effect; mostly tested at two doses, the higher about 12 µM
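Cells plated overnight at 1500 cells/well, then exposed to library compounds with dopamine controls for 90 minutes at 37 degrees C. DiscoveRx reagent added for 30–60 minutes at room temperature; luminescence read, quantitative HTS format.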
The depositor's hits bear a star; ? = inconclusive; . = no result given; & = joins results of further samples; [ ] = dose if it differs, or a comment. Unless noted, the call rests on the fitted dose curve; in most records, active means well fitted curve in the direction sought with a large enough effect; inconclusive means small, poorly fitted or top-dose-only effect, or another doubt; inactive means no such curve, though single readings can be large; an effect the other way counts as inactive or inconclusive.

canonical_smiles,KB-3-1 cytotox,SW480 rereplic,HT1080 IDH1KD tx,D3 antag,KB-V1 MDR tox,IL1B secr inh,GLP1R ag,DRD3 agonist,HT1080NT lethal
CCN(CC)C(=O)c1cccc(-c2ccc(OC)cc2)c1,0%,-8%,-3%,31,8%,-5,-9%,1,2%
O=C(c1ccc(=O)n(Cc2ccc(Cl)c(Cl)c2)c1)N1CCOCC1,2%,-11%,3%,3,9%,-17,2%,0,3%
CCOC(=O)CNC(=O)N1CCc2ccc(NC(=O)c3ccccc3Cl)cc2C1,-8%,-21%,-28%,-26,?,0,1%,-10,-19%
O=[N+]([O-])c1cccc(-c2ncc3ccccn23)c1,3%,1%,14%,-6,-19%,-16,15%,0,6%
O=C(O)Cn1nc(-c2ccccc2)c2ccccc2c1=O,-5%,1%,1%,-7,-11%,10,-5%,4,-2%
CCOc1nc(OCC)nc(-n2cc(-c3ccccc3)nn2)n1,9%,-12%,4%,17,15%,-60*,-6%,-1,24%
O=C(COC(=O)c1cc([N+](=O)[O-])ccc1N1CCCC1)Nc1ccccc1OC(F)F,-9%,-5%,3%,?,?,-4,23%,-4,-13%
COc1ccc(CCNC(=O)C2CCN(S(=O)(=O)c3cccc4nsnc34)CC2)cc1OC,-3%,1%,-21%,4,-2%,8,-14%,1,-7%
CCOC(=O)CCCNC(=O)CCCNC(=O)C(c1ccccc1)c1ccccc1,5%,-1%,16%,9,?,-5,-15%,1,19%
COc1ccc([C@H]2CC(=O)C=C(c3ccc(-c4ccccc4)c(F)c3)C2)cc1OC,1%,-7%,10%,24,0%,11,-6%,16,5%
[O-][n+]1ccccc1SCc1ccccc1,0%,-21%,9%,18,?,12,2%,-3,15%
Cc1ccc2nc(-c3ccccc3)c(CN3CCSCC3)n2c1,-9%,0%,-4%,4,?,-8,25%,0,-1%
O=C(NC(=S)Nc1ccccc1)c1cc([N+](=O)[O-])ccc1N1CCOCC1,0%,-5%,16%,?,-1%,1,-2%,-2,-1%
CCn1cc(C(=O)N(C)c2ccc(OC)cc2OC)c2cc(OC)c(OC)cc2c1=O,2%,-4%,7%,-21,-6%,-2,23%,-5,12%
CN(CCC#N)C(=O)c1cc2c(s1)-c1ccccc1SC2,-2%,2%,0%,-9,-32%,-28,11%,-23,-9%
CCOC(=O)c1csc(NC(=O)C(C)(C)C)n1,-2%,-15%,3%,13,5%,-9,-1%,-1,2%
N#C/C(=C(\O)CCl)c1nnc2n1CCCCC2,-6%,-2%,2%,-14,13%,4,-3%,2,-2%
COc1ccc(/C=N/NC(=O)c2cccnc2)cc1,12%,-10%,1%,-14,?,-6,-4%,2,0%
COc1ccc(NC(=O)Cn2nnc(C(=O)NCc3ccc4c(c3)OCO4)c2N)cc1,12%&5%,-7%,-29%,-3,0%&0%,-5,5%&-1%,-2&7,-21%
CCc1ccc(-c2cc(C)no2)cc1S(=O)(=O)N1CC(=O)Nc2ccccc21,7%,25%,?,13,0%,-11,-4%,-5,?
Cc1c(C(=O)O)oc2ccc(S(=O)(=O)NCCC3=CCCCC3)cc12,3%,-1%,-7%,3,10%,70,5%,-11,2%[9.24 µM]
O=C(CN(c1ccccc1)S(=O)(=O)c1ccccc1)NCCSCc1ccco1,4%,3%[9.22 µM],-2%,2,-21%,-5,-1%,-3,3%
Cc1sc(NC(=O)CCCC(=O)O)c(C(N)=O)c1-c1ccccc1,4%,-3%,2%,2,23%,14,9%,3,3%
CNC(=O)c1sc(Nc2cc(C)ccc2C)nc1C,1%,-100%[inhibitor],10%,-10,-11%,10,11%,1,3%
Cn1nc(/C=C/c2ccccc2)ccc1=O,-16%,-7%,-1%,-19,-14%,-23,6%,-7,-18%
O=C1c2ccccc2C(c2nnnn2Cc2ccccc2)N1CCc1ccc(O)cc1 (configuration not stated),0%,.,1%,21,?,10,9%,6,11%
Cc1ccccc1-c1n[nH]c(=S)n1/N=C/C=C/c1ccco1,10%,24%,7%,-12,-3%,14,-6%,-13,8%
CCc1noc(C)c1C(=O)OCC(=O)Nc1ccc(F)cc1Cl,-9%,-3%,-7%,-17,1%,-26,-1%,-3,-3%
CN(C)C1CCN(Cc2cc(COCc3ccccc3)c3cccnc3c2O)C1 (configuration not stated),?,?,.,.,-32%,.,0%,.,.
COCc1cc(CN(C)C(=O)c2oc3c(F)cccc3c2C)[nH]n1,-2%,?,-1%,0,-17%,28,17%,1,-9%
CCOC(=O)c1sc(=N)n(-c2ccc(OC)cc2)c1C,-3%,2%,-2%,13,0%,-18,13%,4,0%
CS(=O)(=O)N(CC(=O)NC1CCCCC1)c1cccc(F)c1,-4%,-1%,-1%,2,-22%,-8,0%,2,-2%
CCOCCCNC(=O)c1ccccc1Br,-7%,-2%,17%,29,5%,13,-10%,3,1%
CN(C)c1ccc(C(=S)N2CCCCC2)cc1Br,-11%,5%,-4%,-17,14%,-7,10%,-16,-5%
CC(CC(=O)N1CCN(S(=O)(=O)c2ccccc2)CC1)n1cncn1 (configuration not stated),0%,-1%,13%,-18,?,-20,0%,-7,0%
O=C(CSc1nnc(Cc2cc(=O)[nH]c(=O)[nH]2)n1-c1ccccc1)NCC1CCCO1 (configuration not stated),4%,-4%,15%,4,11%,5,-11%,4,18%
CCOC(=O)C1=C(COC(=O)CNS(=O)(=O)c2ccc(C)c(C)c2)NC(=O)NC1C (configuration not stated),5%,.,10%,0,12%,16,-3%,-3,3%
Fc1ccc(NC(=S)SCc2ccc3c(c2)OCO3)cc1F,-2%,.,-14%,3,-28%,11,3%,-6,1%
COCCOC(=O)C1=C(C)N(Cc2ccccc2)C(=O)NC1c1ccc(OC)cc1 (configuration not stated),-5%,8%,-10%,17,13µM*,-5,6%,-5,-17%
COc1ccc(-c2cn(-c3ccc(C)c(Cl)c3)c(=S)[nH]2)cc1OC,16µM*,-1%,-16%,-20,-27%,?,10%,21,-10%
CCOC(=O)c1n[nH]n2c1nc(=O)c1ccccc12,3%,-8%,7%,-24,-1%,0,7%,3,?
N#Cc1cc(Br)ccc1N=C1CCCN1c1ccccc1,-2%,3%,5%,0,-6%,-7,-2%,5,3%
COC(=O)c1cc(=O)c2c([N+](=O)[O-])ccc(OC)c2o1,0%,-4%,15%,-14,16%,11,1%,-17,5%
Cc1ccc(S(=O)(=O)N2CCCCC2)cc1NC(=O)CCc1nc2ccccc2c(=O)[nH]1,-9%,-2%,-1%,2,?,8,6%,10,-6%
COc1cccc(N2C(=O)N(c3ccccc3Cl)C3CS(=O)(=O)CC32)c1 (configuration not stated),18%,-4%,-5%,-20,-12%,16,1%,2,1%
O=C(c1ccccc1F)N1CCN(CC2CC3C=CC2C3)CC1 (configuration not stated),5%,0%,19%,?,2%,-18,-4%,-12,?
S=C(N/N=C/c1cccs1)NC1CC2CCC1C2 (configuration not stated),-9%,-10%,?,3,?,.,28%,13,?
CCN(CC)CCNCC(=O)N1c2ccccc2CCc2ccc(NC(=O)OC)cc21,16%,-2%,0%,-11,?,-10,-3%,-5,0%
CCOc1ccc2nc(N(CCN(C)C)C(=O)c3cc4ccccc4cc3OC)sc2c1,?,116%,-11%,?,?,?,8%,-6,-2%

Part of the list above, with values under each structure.
Every second line gives: KB-3-1 cytotox | SW480 rereplic | HT1080 IDH1KD tx | D3 antag | KB-V1 MDR tox | IL1B secr inh | GLP1R ag | DRD3 agonist | HT1080NT lethal
CCN(CC)C(=O)c1cccc(-c2ccc(OC)cc2)c1
→ 0% | -8% | -3% | 31 | 8% | -5 | -9% | 1 | 2%
O=C(c1ccc(=O)n(Cc2ccc(Cl)c(Cl)c2)c1)N1CCOCC1
→ 2% | -11% | 3% | 3 | 9% | -17 | 2% | 0 | 3%
CCOC(=O)CNC(=O)N1CCc2ccc(NC(=O)c3ccccc3Cl)cc2C1
→ -8% | -21% | -28% | -26 | ? | 0 | 1% | -10 | -19%
O=[N+]([O-])c1cccc(-c2ncc3ccccn23)c1
→ 3% | 1% | 14% | -6 | -19% | -16 | 15% | 0 | 6%
O=C(O)Cn1nc(-c2ccccc2)c2ccccc2c1=O
→ -5% | 1% | 1% | -7 | -11% | 10 | -5% | 4 | -2%
CCOc1nc(OCC)nc(-n2cc(-c3ccccc3)nn2)n1
→ 9% | -12% | 4% | 17 | 15% | -60* | -6% | -1 | 24%
O=C(COC(=O)c1cc([N+](=O)[O-])ccc1N1CCCC1)Nc1ccccc1OC(F)F
→ -9% | -5% | 3% | ? | ? | -4 | 23% | -4 | -13%
COc1ccc(CCNC(=O)C2CCN(S(=O)(=O)c3cccc4nsnc34)CC2)cc1OC
→ -3% | 1% | -21% | 4 | -2% | 8 | -14% | 1 | -7%
CCOC(=O)CCCNC(=O)CCCNC(=O)C(c1ccccc1)c1ccccc1
→ 5% | -1% | 16% | 9 | ? | -5 | -15% | 1 | 19%
